CCT modulator: High-Throughput Screening for Modulators of Cytosolic Chaperonin Activity; purified chaperonin ATPase assay, HTRF ADP detection, 30 min; activity change, % (no concentration beside the values), hits read low; hit rate 0.3% among 360,000; in the data active means activity change below about -30%; further: on the % scale 0 is the no-effect control and ±100 the full control effect
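Enzyme 40 or 20 nM (batch-dependent) in Tris pH 7.4/KCl/MgCl2/DTT; cpd 76 uM single point; ATP 10 uM; 30 min 37 °C; Transcreener ADP HTRF detection, 30 min RT; ratio 665/615.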
Akt phos inh: HTS Assay for Inhibitors of Akt Phophorylation: Primary Screen; Neuro2A IGF-stimulated pAkt S473 HTRF, 20 min; stronger effect = lower value; activity change, % for hits at 50 µM; hit rate 0.32% among 360,000; in the data active means activity change below about -80%; inconclusive means mostly about -51% to -80%; further: on the % scale 0 is the no-effect control and ±100 the full control effect
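Single-point screen (50 µM final compound) in Neuro2A cells stimulated 20 min with 6 nM IGF at 37 deg C. After lysis, Ser473-phosphorylated Akt read by HTRF (ex 330 nm, em 615/665 nm) as the 665/615 ratio.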
HepG2 viability: qHTS for Inhibitors of TGF-b: Cytotox Counterscreen. HepG2 CAGA-GFP viability, ATP luminescence, 18 h. Potency, µM (highest dose often 46.1 µM), inactives show at the highest dose activity change, negative = cytotoxicity, actives largely listed as cytotoxic. hit rate 0.76% among 410,000. AID 588856, 2011; further: potency means the concentration at half of the fitted maximal effect; some results filed as inactive show a strong effect at the top dose
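HepG2 CAGA-GFP cells (1000/well, DMEM with 1% FBS) received compound, then TGF-beta at 500 pg/mL final, and were incubated 18 hours at 37 degrees C. Viability was read by CellTiter-Glo luminescence. Media-only wells were set as complete cell-killing and DMSO as no toxicity.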
TGFb SMAD3 inh: qHTS for Inhibitors of TGF-b; Potency, µM (highest dose often 46.1 µM), for the others: at the top dose activity, negative = inhibition, actives largely listed as inhibitors; HepG2 CAGA-GFP TGF-b/SMAD3 reporter, GFP fluorescence, 18 h; TGF-beta stimulated, 500 pg/mL final; hit rate 1.2% among 410,000; further: potency means the concentration at half of the fitted maximal effect; on the % scale 0 is the no-effect control and ±100 the full control effect; nearly all actives have a fitted effect of over 65% in size
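Inhibition of TGF-beta-driven CAGA-GFP reporter expression in HEPG2 cells is measured by cellular GFP fluorescence after 18 h stimulation with 500 pg/mL recombinant TGF-beta in 1% FBS medium at 37 degrees C.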
Nrf2 ARE act: qHTS of Nrf2 Activators; AREc32 ARE-luciferase reporter (MCF7-derived line), luminescence, 24 h; Potency, µM (top dose mostly 46.1 µM), for inactives: at the top dose activation, actives largely listed as activators; hit rate 0.31% among 410,000; AID 624171, 2012; further: potency means the concentration at half of the fitted maximal effect; % of control where 0% means no effect; nearly all actives have a fitted effect of over 65% in size
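Luminescent ARE reporter assay in AREc32_Fluc cells: overnight plating at 37 deg C, 24 hr compound incubation, Steady-Glo added, 30 min RT before reading.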
Abeta rescue: qHTS for compounds that reverse cellular toxicity of Amyloid beta (A-beta) peptide in yeast: Primary Screen; Potency, µM (highest dose often 46.1 µM), inactives show top-dose growth rescue, hits mostly activators; hit rate 0.063% among 410,000; yeast expressing A-beta42, growth rescue, OD600, 48 h; response scale: 0% DMSO, 100% iron-clioquinol control; further: potency means the concentration at half of the fitted maximal effect; nearly all actives have a fitted effect of over 55% in size
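Yeast A-beta toxicity model in growth medium with pinned compounds, 48 h at 30 C; growth read as absorbance at 600 nm. Normalized to FeCl3/clioquinol equimolar mix (positive) and DMSO (negative).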
Nrf2 inh: Nrf2 qHTS screen for inhibitors. A549 ARE-Fluc reporter, luciferase luminescence, 18-24 h. AID 504444, 2011. Potency, µM (doses to about 46 µM), without a hit: at the highest dose activity change, negative = inhibition, most hits filed as inhibitors. hit rate 2.1% among 360,000; further: potency means the concentration at half of the fitted maximal effect; on the % scale 0 is the no-effect control and ±100 the full control effect; nearly all actives have a fitted effect of over 60% in size
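Reporter: ARE-Fluc in A549. Exposure: 18-24 h, 37 °C, 5% CO2, 5% FBS OPTI-MEM. Readouts: fluorescent cytotoxicity (CellTiter-Fluor), then luminescent Nrf2 signal after BugLite.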
A549 tox: Nrf2 qHTS screen for inhibitors: counterscreen for cytotoxicity; A549 ARE-Fluc cells, CellTiter-Fluor viability, 18-24 h; Potency, µM (highest dose often 46 µM), for inactives: top-dose activity change, negative = cytotoxicity, actives largely listed as inhibitors; hit rate 0.16% among 390,000; AID 504648, 2011; further: potency means the concentration at half of the fitted maximal effect; on the % scale 0 is the no-effect control and ±100 the full control effect
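Cytotoxicity counterscreen: CellTiter-Fluor fluorescence was measured in A549 ARE_Fluc cells after 18-24 h of compound exposure in a concentration series. The subsequent BugLite luminescent read reports ARE-luciferase activity.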
MmCpn inh: Inhibitors of TCP-1 ring complex (TRiC) of Methanococcus maripaludis (MmCpn): qHTS | AID 504842, 2011 | Chaperonin Mm-Cpn (Methanococcus maripaludis) | purified Mm-Cpn ATPase, ADP Transcreener TR-FRET | hit rate 0.031% among 330,000 | Potency, µM (doses to about 76.9 µM), without a hit: at the top dose activity, negative = inhibition, usual class: inhibitors; further: potency means the concentration at half of the fitted maximal effect; on the % scale 0 is the no-effect control and ±100 the full control effect; nearly all actives have a fitted effect of over 80% in size
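Inhibition of chaperonin ATP hydrolysis is measured as reduced ADP production, detected by competitive TR-FRET in which signal falls with ADP. Final enzyme 25 nM and ATP 10 uM, reacted 30 min at 37°C.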
* = called active by the depositor; i = inactive; u = inconclusive; x = no result given; [ ] = remark or other dose. Unless noted, the call rests on the fitted dose curve; in most records, active means well fitted curve in the direction sought with a large enough effect; inconclusive means small, poorly fitted or top-dose-only effect, or another doubt; inactive means no such curve, though single readings can be large; an effect the other way counts as inactive or inconclusive.

structure	A549 tox	CCT modulator	MmCpn inh	TGFb SMAD3 inh	HepG2 viability	Abeta rescue	Nrf2 inh	Nrf2 ARE act	Akt phos inh
CC(C)c1cc(C(=O)NC(C)c2ccccc2)no1 (stereo not given)	1%	x	x	4%	-4%	-3%	15%	-0.5%	x
COc1ccc(Br)cc1CNC(=O)CCSCc1ccc(Cl)cc1	5%	x	x	-2%	0%	-37%[inhibitor]	x	9.9%	x
Cn1c(-c2ccccc2)cnc1SCC(=O)N1CCCCC1	-3%	-5.0	0%	u	-31%	20%	x	-2.6%	i
Cc1ccc(/C=N/Nc2ccc(F)cc2F)s1	1%	1.5	2%	3%	-2%	7%	1%	7.2%	i
COc1cccc(NC(=O)c2ccc3nc(Cc4ccccc4)oc3c2)c1	-19%	x	x	u	-3%	13%	x	7.0%	x
CC(=O)Nc1cc(-c2ccc(Cl)cc2)nn1-c1ccccc1	-1%	-0.1	3%	-9%	-22%	-8%	5%	0.3%	i
O=C(COc1ccc(S(=O)(=O)N2CCCCC2)cc1)N1CCOCC1	-7%	-2.3	-4%	0%	-8%	-7%	-9%	-0.2%	i
Cc1[nH]c2ccccc2c1/C=C(\C#N)S(=O)(=O)c1ccccc1	-4%	-2.0	0%	-1%	-16%	-5%	-7%	-1.0%	i
CCOC(=O)/C(C#N)=C1/C=C(C)c2ccccc2N1	20%	-1.4	0%	-5%	-7%	-14%	-16%	-1.7%	i
O=C1CC(c2c(F)cccc2Cl)C(n2cncn2)C(O)=C1C1NCCc2ccccc21 (stereo not given)	-8%	0.4	1%	-2%	11%	-10%	5%	0.8%	i
COc1ccc(CCn2nnnc2C(C(C)C)N2CCC(C(N)=O)CC2)cc1OC (stereo not given)	-3%	-0.1	-2%	13%	-3%	5%	-20%	-0.2%	i
Nn1c(SCc2cccc(C(F)(F)F)c2)nnc1-c1ccco1	-2%	1.1	0%	3%	18%	3%	u	0.2%	i
COc1ccc(Cl)cc1N(CC(=O)N1CCCC1)S(=O)(=O)c1ccc(C)cc1	-20%	-0.2	0%	9%	2%	-4%	-11%	0.0%	i
CCCc1nc(SCC(=O)N2CCC(C)CC2)c2c(=O)n(C)c(=O)n(C)c2n1	-12%	-3.0	-3%	-16%	-28%	-27%	-27%	-0.1%	i
CCCCN(C(=O)CSCC(=O)Nc1ccc(OC)cc1)c1c(N)n(CCC)c(=O)[nH]c1=O	-10%	-1.6	-3%	-7%	-8%	15%	-2%	-1.5%	i
O=C(CSc1nccn1Cc1ccccc1)Nc1nccs1	1%	0.4	-2%	0%	2%	-1%	u	0.4%	i
COc1ccc(C2=C(c3ccc([N+](=O)[O-])cc3)C(=O)OC2)cc1	-1%	0.1	2%	0%	6%	5%	-2%	-0.1%	i
Cc1ccc(Cl)cc1NC(=S)N(CCCN1CCN(C)CC1)Cc1cccs1	2%	2.5	0%	-5%	-8%	-10%	u	6.3%	i
CCc1ccccc1N(CC(=O)N1CCN(c2ccccc2)CC1)S(C)(=O)=O	-3%	-1.1	1%	-4%	-6%	14%	9%	0.2%	i
CC(=O)c1cn(CC(=O)Nc2ccccc2F)c2ccccc12	1%	-3.0	1%	-2%	-12%	0%	u	0.2%	i
COc1ccc(CNC(=O)c2cccc3c(-c4cnn(C)c4)coc23)cc1OC	x	0.1	x	8%	-3%	-22%	x	0.5%	i
CC(=O)c1cccc(NC(=O)C2CCCN(c3nnc(-n4cccc4)s3)C2)c1 (stereo not given)	6%	x	x	-19%	-9%	5%	-11%	8.6%	x
O=CNCC(=O)NCCc1ccc(Cl)cc1	u	-0.9	0%	0%	1%	-1%	-5%	-0.2%	i
COc1ccc(NC(=O)c2sccc2C)cn1	6%	-6.4	-3%	-13%	-28%	0%	u	3.0%	i
O=C(CSc1nnc(NC2CCCCC2)s1)NN1C(=O)NC2(CCCCC2)C1=O	8%	-1.7	0%	-17%	-12%	16%	13%	0.2%	i
COCCCNc1oc(-c2cccs2)nc1S(=O)(=O)c1ccc(C)cc1	0%	-1.5	0%	5%	-2%	0%	-4%	0.3%	i
c1ccc(Cn2nnc3c(NCC4CCCO4)ncnc32)cc1 (stereo not given)	-3%	-1.3	-1%	1%	-13%	5%	10%	-0.4%	i
O=C(CN1c2cccc3cccc(c23)S1(=O)=O)Nc1c(F)c(F)c(F)c(F)c1F	10%	-1.2	1%	-10%	-12%	1%	16%	-0.5%	i
O=C(c1cccc(Cl)c1)N1CCN(CCCc2ccccc2)CC1	-6%	0.3	1%	-6%	-11%	-2%	1%	0.1%	i
CCn1ncc2c1C(=O)NC1c3ccccc3C(=O)N21 (stereo not given)	-5%	-0.1	0%	0%	2%	-10%	16%	0.2%	i
CC(C)(C)SCCNC(=O)c1cccc([N+](=O)[O-])c1	4%	1.2	-1%	9%	-9%	28%	5%	2.2%	i
CC1=C(C(=O)OCC2CCCO2)C(c2coc3ccc(Cl)cc3c2=O)C2=C(CCCC2=O)N1 (stereo not given)	-16%	-0.8	1%	u	10%	-16%	3%	16%	i
COc1ccc(N)c2c1C(=O)c1ccccc1C2=O	u	-2.6	u	u	-14%	-78%[inhibitor]	u	5.4%	i
O=C(Nc1cccc(S(=O)(=O)NC2=NCCC2)c1)c1cc(=O)[nH]c2ccccc12	2%	0.3	2%	-9%	-4%	-6%	9%	-0.3%	i
CC(=O)N(C(C)=O)n1c(C)nc2sc3c(c2c1=O)CCCC3	u	0.4	-1%	5%	-12%	2%	u	-0.6%	i
Cc1ccc(NC(=S)N2CCCCC2)cc1C	-6%	0.5	2%	-11%	-22%	5%	u	0.3%	i
CCc1ccccc1NC(=O)CN(c1ccccc1OC)S(=O)(=O)c1ccc(C)cc1	0%	x	x	0%	-15%	7%	-3%	1.3%	x
COC(=O)c1ccc(C(=O)NC2CC(C)(C)Cc3c2cnn3-c2ccc(F)cc2)nc1 (stereo not given)	0%	-4.3	0%	22%	24%	-28%	u	-0.7%	i
Cc1c(NC(=O)c2cc(=O)[nH]c3ccccc23)c(=O)n(-c2ccccc2)n1C	6%	-3.0	1%	8%	-2%	-2%	2%	-0.7%	i
COc1ccc(NC(=O)CSCC(=O)N(C)Cc2ccc(Cl)c(Cl)c2)cc1	-13%	2.4	2%	u	-25%	8%	u	-0.3%	i
Cc1noc(C)c1COc1ccc(C(=O)N2CCC(C)CC2)cc1	3%	-1.2	1%	-15%	-25%	-8%	-1%	-0.1%	i
O=C(CCc1ccccc1)N(Cc1cccnc1)c1nc2c(F)cc(F)cc2s1	-4%	x	x	0%	-25%	-12%	x	3.3%	x
CCOc1ccc(CCN2C(=O)C(=O)N([C@@H](Cc3ccccc3)CN3CCC[C@H]3CN3C(=O)C(=O)NC[C@@H]3Cc3ccccc3)C[C@@H]2Cc2ccccc2)cc1	x	1.3	x	x	x	-3%	x	-3.3%	i
O=C(O)CC(CP(=O)(c1ccccc1)c1ccccc1)C(=O)O (stereo not given)	-6%	-1.2	1%	11%	20%	7%	-19%	0.1%	x
O=C(CCC(=O)Nc1ccccc1Cl)N/N=C/c1c[nH]c2ccccc12	0%	-1.5	-3%	0%	9%	-5%	-22%	2.3%	i
Cc1cc(-c2ccccc2)cc(=O)[nH]1	-1%	0.4	x	-7%	31%	-3%	5%	0.7%	i
COc1ccc(Br)cc1C(=O)Nc1nnn(C)n1	-4%	-0.3	1%	-4%	-10%	2%	-5%	9.9%	i
S=C(Nc1ccccc1)N1CCN(C(=S)c2ccccc2)CC1	1%	-4.5	-3%	-2%	4%	-2%	-1%	1.8%	i

Two records picked at random from the list so far, as already listed:
structure	A549 tox	CCT modulator	MmCpn inh	TGFb SMAD3 inh	HepG2 viability	Abeta rescue	Nrf2 inh	Nrf2 ARE act	Akt phos inh
Cc1cc(-c2ccccc2)cc(=O)[nH]1	-1%	0.4	x	-7%	31%	-3%	5%	0.7%	i
COc1ccc(Br)cc1C(=O)Nc1nnn(C)n1	-4%	-0.3	1%	-4%	-10%	2%	-5%	9.9%	i

More entries follow:
structure	A549 tox	CCT modulator	MmCpn inh	TGFb SMAD3 inh	HepG2 viability	Abeta rescue	Nrf2 inh	Nrf2 ARE act	Akt phos inh
CCc1c(C)[nH]c2nc3ccccc3n2c1=O	-4%	-1.5	0%	2%	-8%	-21%	11%	24%	i
CCc1nc(SCC(=O)NCCc2ccccc2)n[nH]1	-1%	-2.4	2%	7%	-3%	-3%	x	-0.6%	i
CCOC(=O)CSc1nc2sc(C(=O)O)c(C)c2c(=O)[nH]1	0%	-2.3	2%	2%	0%	9%	-4%	0.0%	i
CC1CCC(NC(=O)c2ccc(COc3ccccc3)o2)CC1 (stereo not given)	5%	1.3	3%	-7%	-12%	-17%	-12%	2.2%	i
CC1Cc2ccccc2N1C(=O)C1CCN(S(=O)(=O)Cc2ccccc2)CC1 (stereo not given)	-1%	2.9	-1%	2%	-4%	1%	5%	0.4%	i
CC(=O)OC1OCCOC1NC(=S)Nc1ccc(C)cc1 (stereo not given)	-5%	0.9	1%	4%	9%	2%	-17%	-0.6%	i
COc1ccc(OCCC(=O)Nc2nccs2)cc1	2%	1.9	2%	9%	1%	4%	-6%	0.5%	i

Screening results as filed in PubChem.
